MRP reversal = reverses drug resistance mediated by MRP; H69AR cells + 2 uM doxorubicin, CellTiter-Glo, 72 h; differential viability (reversal), % at 10 µM; 85,000 compounds, 0.04% hits; AID 602;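 active = viability drop by adding the cancer drug above about 55%, with treated viability meeting a 40% cutoff, limit read from the data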;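 note: viability without doxorubicin minus viability with 2 µM doxorubicin for each compound; larger differential means the compound sensitizes cells more to doxorubicin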
Bcl-B TR3 displacers = displacers of TR3 peptide from Bcl-B, primary screen, selectivity assay for Bfl-1 inhibitor project, biochemical, fluorescence polarization. FP displacement of FITC-TR3 peptide from Bcl-B; higher % means a stronger effect. displacement, % at 20 µM, or IC50 in µM where a hit was titrated. 96,000 compounds, 0.11% hits. AID 748;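 active = displacement above 50% at 20 µM plus a fluorescence interference ratio under 1.5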;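 note: plate controls were wells without compound for no effect and wells lacking Bcl-B protein for full effect; a part of the inactive calls stands beside numbers as strong as those of hits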
PLAP inhibitors HTS = PLAP enzyme inhibitors, biochemical, luminescence, HTS (AID 690) | inhibition, % at 20 µM; hits with a dose series show IC50 in µM | 96,000 compounds, 0.08% hits | purified PLAP, luminescent substrate; higher % means a stronger effect; in the data active = a potency from the dose series; inactive = the rest, 99 in 100 with inhibition below about 30%; note: strong numbers were not always called active
IL1B NFkB inh = blocks IL-1B driven NFkB nuclear translocation in HUVEC cells | HUVEC IL-1B NFkB p65 nuclear translocation imaging | inhibition, % at 2 µM | 94,000 compounds, 0.43% hits;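 active = inhibition above about 30% together with a positive call from visual inspection of the well image, limit read from the data; inconclusive = inhibition above a set limit but visual check negative; inactive = inhibition not above a set limit, visual check negative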;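 note: nuclear over cytoplasmic p65 intensity ratio measured by imaging; 0% = IL-1B stimulated DMSO wells and 100% = unstimulated DMSO wells; values of inactives mirror those of a sister screen read the other way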
IL1B NFkB pot = enhances IL-1B driven NFkB nuclear translocation; HUVEC IL-1B NFkB p65 nuclear translocation imaging; activation, % at 2 µM; 94,000 compounds, 0.3% hits;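 active = activation above 40%, about the mean plus 3 SD, also judged a hit on visual image review; inconclusive = activation above 40% but not a hit on visual review; inactive = activation not above 40% and no visual hit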;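 note: percent activation is computed from the nuclear over cytoplasmic p65 intensity ratio; values of inactives mirror those of a sister screen read the other way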
MRP reversal cytotoxicity = also measured in MRP reversal; calls as there; viability, %; H69AR cells, CellTiter-Glo, 72 h; measured here: cytotoxicity without doxorubicin
MRP reversal with doxorubicin = recorded beside MRP reversal, whose call it bears; viability, %; measured here: viability with 2 uM doxorubicin; stronger effect = lower value
IL1B NFkB inh cell count 2 µM = second read-out of IL1B NFkB inh, no call of its own (marks repeat the call); cell count; measured here: cells passing quality filter;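 raw number of nuclei counted in each imaged well without normalization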
IL1B NFkB pot cell count 2 µM = second read-out of IL1B NFkB pot, no call of its own (marks repeat the call); cell count; measured here: cells passing quality filter
An asterisk follows results filed as active; u = inconclusive; x = no result given. Some of the compounds tested, so the mix of outcomes need not match the whole.

no. | compound | MRP reversal | MRP reversal cytotoxicity | MRP reversal with doxorubicin | Bcl-B TR3 displacers | PLAP inhibitors HTS
1 | CSc1cc(C)n(-c2ccc(Cl)cc2)c(=S)c1C(C)=O | x | x | x | 0% | 15%
2 | COCCn1c(=N)c(C(=O)NCCc2ccc(OC)cc2)cc2c(=O)n3cccc(C)c3nc21 | 1 | 48 | 47 | 11% | -45%
3 | Cn1c(NC(=O)c2ccccc2)cc(=O)n(C)c1=O | 12 | 94 | 82 | -10% | -22%
4 | Cc1cccc(N(C)S(=O)(=O)c2ccc3[nH]cc(C(=O)N4CCOCC4)c(=O)c3c2)c1 | -6 | 97 | 103 | -5% | -25%
5 | CC(=O)CSc1nnc(CSc2ncccn2)n1C1CCCCC1 | -1 | 75 | 76 | 5% | 11%
6 | C/C(=N\O)C(=O)NCCN1CCCCC1 | -1 | 97 | 98 | 2% | 6%
7 | CSc1nncn1/N=C/c1ccc2c(c1)OCO2 | 8 | 95 | 87 | -5% | 1%
8 | COc1ccc2[nH]c(=O)c(CN(Cc3ccc4c(c3)OCO4)C(C)=O)cc2c1 | -9 | 74 | 83 | -1% | 17%
9 | O=C(CCn1cnc2ccccc2c1=O)Nc1ccc(Cl)c(Cl)c1 | -6 | 92 | 98 | 6% | 18%
10 | CC(C)(C)NC(=O)C(c1ccc(F)cc1)N(Cc1ccco1)C(=O)c1csnn1 (stereo unspecified) | -4 | 85 | 89 | -1% | -8%
11 | Cc1cc(C)cc(N(C(=O)Cc2cccs2)C(C(=O)NC2CCCCC2)c2ccccn2)c1 (stereo unspecified) | x | x | x | -1% | -12%
12 | COc1ccc(C2NCCO2)cc1OC (stereo unspecified) | 0 | 95 | 95 | 4% | 5%
13 | Cn1nnnc1SCc1cc(=O)[nH]c2ccccc12 | x | x | x | 7% | -11%
14 | Cc1ccc(-n2c(C)cc(/C=N/NC(=O)CC3(C)OCCO3)c2C)c(C)c1 | 8 | 86 | 78 | x | x
15 | COCCNC(=O)CSc1nc2c(n1-c1ccccc1)CCCC2 | 12 | 89 | 77 | -4% | x

no. | IL1B NFkB inh | IL1B NFkB inh cell count 2 µM | IL1B NFkB pot | IL1B NFkB pot cell count 2 µM
1 | 3 | 146 | -3 | 146
2 | -84 | 172 | u | x
3 | 0 | 51 | 0 | 51
4 | 1 | 120 | -1 | 120
5 | 13 | 169 | -13 | 169
6 | x | x | x | x
7 | 6 | 139 | -6 | 139
8 | 11 | 182 | -11 | 182
9 | -8 | 167 | 8 | 167
10 | -16 | 180 | 16 | 180
11 | 6 | 137 | -6 | 137
12 | -3 | 208 | 3 | 208
13 | -12 | 88 | 12 | 88
14 | 7 | 77 | -7 | 77
15 | -1 | 79 | 1 | 79

Random excerpt: 5 compounds from above.
no. | compound | MRP reversal | MRP reversal cytotoxicity | MRP reversal with doxorubicin | Bcl-B TR3 displacers | PLAP inhibitors HTS
15 | COCCNC(=O)CSc1nc2c(n1-c1ccccc1)CCCC2 | 12 | 89 | 77 | -4% | x
2 | COCCn1c(=N)c(C(=O)NCCc2ccc(OC)cc2)cc2c(=O)n3cccc(C)c3nc21 | 1 | 48 | 47 | 11% | -45%
6 | C/C(=N\O)C(=O)NCCN1CCCCC1 | -1 | 97 | 98 | 2% | 6%
7 | CSc1nncn1/N=C/c1ccc2c(c1)OCO2 | 8 | 95 | 87 | -5% | 1%
3 | Cn1c(NC(=O)c2ccccc2)cc(=O)n(C)c1=O | 12 | 94 | 82 | -10% | -22%

no. | IL1B NFkB inh | IL1B NFkB inh cell count 2 µM | IL1B NFkB pot | IL1B NFkB pot cell count 2 µM
15 | -1 | 79 | 1 | 79
2 | -84 | 172 | u | x
6 | x | x | x | x
7 | 6 | 139 | -6 | 139
3 | 0 | 51 | 0 | 51

Remaining list, next part.
no. | compound | MRP reversal | MRP reversal cytotoxicity | MRP reversal with doxorubicin | Bcl-B TR3 displacers | PLAP inhibitors HTS
16 | CC(=O)Nc1ccc(Sc2ncccc2C(=O)Nc2ccc(OC(F)(F)F)cc2)cn1 | x | x | x | 0% | -10%
17 | Cc1ccc(NC(=S)c2nc3ccccc3[nH]2)cc1 | x | x | x | -5% | 5%
18 | CCOc1cccc(CNc2ccc(O)cc2)c1OCc1ccc(Cl)cc1Cl | x | x | x | -13% | 2%
19 | CCn1c(=O)c(C(=O)CN2CCOCC2)c(N)n(Cc2ccccc2)c1=O | 10 | 103 | 93 | 0% | -21%
20 | O=C(CSc1nnc(-c2ccc(S(=O)(=O)N3CCCC3)cc2)n1CC1CCCO1)NC1CC1 (stereo unspecified) | -2 | 103 | 106 | -3% | -12%
21 | COc1ccc2nc(NC(=O)C(NS(=O)(=O)c3cccc4nsnc34)C(C)C)sc2c1 (stereo unspecified) | x | x | x | 11% | -110%
22 | COc1ccccc1S(=O)(=O)Cc1ccc(C(=O)N2CCN(c3ccccc3)CC2)o1 | -1 | 80 | 81 | 9% | -47%
23 | COC(=O)Cc1c(C)c2c(O)cc(C)cc2oc1=O | x | x | x | -5% | 2%
24 | Cn1c(-c2ccc(Br)cc2)cnc1NCc1cccnc1 | 6 | 80 | 74 | 6% | -14%
25 | CCOC(=O)c1cc(-c2ccncc2)nc2c1c(C)nn2C | -8 | 33 | 42 | -4% | -44%
26 | CCC1SC2=NC(C)=C(C(=O)OC)C(c3cccs3)N2C1=O (stereo unspecified) | -11 | 99 | 110 | -6% | -37%
27 | CCN1CC(O)=C(c2nc3ccccc3s2)C1=N | -6 | 94 | 100 | 8% | -107%
28 | COc1cccc(-c2cnc(NCc3cc(Cl)ccc3O)n2C)c1 | -5 | 62 | 67 | 5% | -236%
29 | CC1=C(C(=O)Nc2cccnc2)C(c2ccncc2)n2nnnc2N1 (stereo unspecified) | -4 | 91 | 95 | -14% | x
30 | CN1c2ccsc2C(O)=C(C(=O)Nc2ccccc2)S1(=O)=O | x | x | x | -3% | -17%

no. | IL1B NFkB inh | IL1B NFkB inh cell count 2 µM | IL1B NFkB pot | IL1B NFkB pot cell count 2 µM
16 | 2 | 152 | -2 | 152
17 | 4 | 124 | -4 | 124
18 | -4 | 152 | 4 | 152
19 | -4 | 130 | 3 | 130
20 | -6 | 151 | 6 | 151
21 | 4 | 150 | -4 | 150
22 | 0 | 200 | 0 | 200
23 | -1 | 94 | 1 | 94
24 | 8 | 143 | -8 | 143
25 | 5 | 161 | -5 | 161
26 | 5 | 196 | -5 | 196
27 | -5 | 191 | 5 | 191
28 | 10 | 144 | -10 | 144
29 | 3 | 102 | -3 | 102
30 | x | x | x | x

The results go on.
no. | compound | MRP reversal | MRP reversal cytotoxicity | MRP reversal with doxorubicin | Bcl-B TR3 displacers | PLAP inhibitors HTS
31 | CCC(=O)Nc1ccc(S(=O)(=O)Nc2cccnc2)cc1 | 10 | 101 | 90 | -6% | 0%
32 | Cc1cccc(Nc2ncnc3ccccc23)c1 | x | x | x | -6% | 14%
33 | O=C(/C=C/c1ccc(Cl)cc1)N1CCN(c2ccc(Cl)cc2[N+](=O)[O-])CC1 | x | x | x | 4% | -8%
34 | COc1ccc(/C=N/NS(=O)(=O)c2ccccc2)cc1OS(=O)(=O)c1ccc(C)cc1 | x | x | x | 6% | -44%
35 | Cc1ccc(C(C)C)c(OCC(=O)Nn2c(C)nc3ccccc3c2=O)c1 | -2 | 94 | 96 | -3% | -16%
36 | C=CCNC(=O)c1oc2ccc(S(=O)(=O)N(CC)CC)cc2c1C | -19 | 44 | 64 | -15% | -7%
37 | Cc1ccc(-n2cc(C(=O)c3ccc(F)cc3)nn2)cc1Cl | x | x | x | -10% | 16%
38 | Cc1cc(C)cc(Nc2cnn(C34CC5CC(CC(CC(=O)O)(C5)C3)C4)c(=O)c2Cl)c1 | 13 | 105 | 92 | -8% | -41%
39 | CC(=O)N1CCN(c2ccc(NCc3ccc4c(c3)OCO4)cc2)CC1 | 6 | 104 | 98 | 20% | -55%
40 | O=C(NCCc1c[nH]c2ccccc12)c1cc2sccc2n1Cc1ccccc1 | -12 | 69 | 80 | -13% | 10%
41 | O=C(O)CCC(NC(=O)C(Cc1ccc2c(c1)OCO2)NC(=O)c1ccccc1)C(=O)O (stereo unspecified) | 16 | 105 | 88 | 3% | -31%
42 | C/C(=N\OCC(=O)N/N=C/c1ccc(C)cc1O)c1cccs1 | -18 | 55 | 73 | -8% | -8%
43 | OC(c1cccnc1)c1cccs1 (stereo unspecified) | -4 | 91 | 95 | 6% | 10%
44 | CCOC(=O)/C(C#N)=C1/SC(CC)C(=O)N1c1ccc(C)cc1 (stereo unspecified) | 2 | 73 | 71 | -2% | -43%
45 | CCOc1cc(C(=O)NCc2nnc(SCC(=O)OC)n2C)cc(OCC)c1OCC | 10 | 98 | 88 | -1% | -38%

no. | IL1B NFkB inh | IL1B NFkB inh cell count 2 µM | IL1B NFkB pot | IL1B NFkB pot cell count 2 µM
31 | 3 | 112 | -3 | 112
32 | -24 | 134 | 24 | 134
33 | 2 | 128 | -3 | 128
34 | 3 | 145 | -3 | 145
35 | 8 | 102 | -8 | 102
36 | 4 | 133 | -4 | 133
37 | 7 | 160 | -7 | 160
38 | x | x | x | x
39 | 3 | 168 | -3 | 168
40 | -26 | 184 | 26 | 184
41 | 0 | 175 | 0 | 175
42 | -2 | 187 | 2 | 187
43 | -13 | 140 | 13 | 140
44 | -12 | 169 | 12 | 169
45 | x | x | x | x

Other results follow:
no. | compound | MRP reversal | MRP reversal cytotoxicity | MRP reversal with doxorubicin | Bcl-B TR3 displacers | PLAP inhibitors HTS
46 | CCn1c(SCC(N)=O)nnc1-c1ccc(S(=O)(=O)N2CCN(C)CC2)cc1 | -1 | 97 | 99 | -6% | 9%
47 | O=C(Nc1ccc(SC(F)F)cc1)C1=COCCO1 | x | x | x | -7% | 22%
48 | COC(=O)n1ccc(C(=O)Nc2ccccc2F)n1 | -11 | 95 | 106 | -10% | 2%
49 | COCC(=O)Nc1sc2c(c1C(=O)OC)CCC(C)C2 (stereo unspecified) | -2 | 93 | 95 | -10% | 6%
50 | COc1cccc(N2CCN(CC(=O)c3c[nH]c4ccc(OC)cc34)CC2C)c1 (stereo unspecified) | -8 | 74 | 82 | -10% | -20%
51 | Cc1ccc(CNc2oc(-c3cccs3)nc2C#N)cc1 | 2 | 95 | 93 | 2% | 23%
52 | O=C(CCC(=O)OCC(=O)c1ccc(-c2ccccc2)cc1)Nc1cccc2cccnc12 | x | x | x | -46% | 7%
53 | CCn1c(C)nc2cc(C(=O)OC(C(F)(F)C(F)F)C(F)(F)C(F)F)ccc21 | 7 | 95 | 87 | -2% | -39%
54 | Cc1ccc2nc3sc(C(=O)NCc4ccco4)c(N)c3cc2c1 | -17 | 56 | 74 | x | x
55 | Cc1occc1-c1nnc(SCC(=O)c2cc3ccccc3oc2=O)o1 | 9 | 83 | 74 | -10% | -16%
56 | NS(=O)(=O)c1ccc(NC(=O)C2COc3ccccc3O2)cc1 (stereo unspecified) | -5 | 111 | 116 | 3% | -14%
57 | CC(C)n1nc(C(=O)NCCc2ccc(S(N)(=O)=O)cc2)c2ccccc2c1=O | 3 | 77 | 74 | 1% | -12%
58 | Oc1ccc(-c2csc(NCc3ccco3)n2)cc1 | -22 | 57 | 79 | 5% | 16%
59 | O=C(/C=C/c1ccccc1)c1ccoc1 | x | x | x | -2% | 10%
60 | CCn1nc(C)c(/C=N/NC(=O)c2ccc3c(c2)c(C)c(C)n3Cc2ccccc2)c1C | x | x | x | -6% | x

no. | IL1B NFkB inh | IL1B NFkB inh cell count 2 µM | IL1B NFkB pot | IL1B NFkB pot cell count 2 µM
46 | -12 | 152 | 12 | 152
47 | -3 | 125 | 3 | 125
48 | -15 | 203 | 15 | 203
49 | -6 | 186 | 6 | 186
50 | 0 | 142 | 0 | 142
51 | 2 | 119 | -2 | 119
52 | 0 | 113 | 0 | 113
53 | -24 | 112 | 24 | 112
54 | -6 | 105 | 6 | 105
55 | 8 | 135 | -9 | 135
56 | 5 | 162 | -5 | 162
57 | -6 | 137 | 6 | 137
58 | -20 | 143 | 20 | 143
59 | 1 | 122 | -1 | 122
60 | 3 | 165 | -3 | 165
